Bim-Bcl-W – disrupts Bim peptide binding to human Bcl-W | Q92843 | bead-based flow cytometry | inhibition, % at 10 µM | 190,000 tested, 0.02% active | AID 952;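 also: 0% = bound tracer without compound and 100% = peptide blocker; higher means less fluorescent Bim peptide bound to Bcl-W beads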
RGS8-Gao reg – regulators of human RGS8-Galphao interaction | P09471 | multiplexed bead flow cytometry, RGS8-Galphao binding; actives lie on both sides | response (percent of control binding), % at 10 µM | 220,000 tested, 0.34% active | AID 1423; in the data active = response below about 60% or above about 140%; inactive = in between;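 also: Galphao activated as the GDP aluminium fluoride complex binding bead-coupled RGS8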
GSH bead fluor – GSH bead compound fluorescence profile. GSH beads flow cytometry, compound fluorescence 488/530 nm; active compounds read high. fluorescence (KMESF) at 10 µM. 190,000 tested, 0.25% active; in the data active = fluorescence above about 89;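 also: glutathione beads carrying GST-tagged Bcl family fusion proteins plus one bare bead set; values are compound well signal with DMSO vehicle wells as background; inactives centre near 16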
ABCB1 block – inhibitors of human ABCB1 transporter, ABCG2 counter-screen; inhibition, % at 6.6 µM; AID 1326; P08183; CCRF-Adr cells, JC-1 efflux, flow cytometry; 190,000 tested, 0.067% active; in the data active = inhibition above about 40%;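 also: 0% = vehicle and 100% = reference inhibitor; higher value means more JC-1 retained so stronger ABCB1 efflux block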
ABCG2 block – human ABCG2 inhibition, ABCB1 as counter-screen | inhibition, % at 6.6 µM | AID 1325 | Q9UNQ0 | 190,000 tested, 0.1% active | IgMXP3 cells, JC-1 efflux, flow cytometry;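 active = inhibition above 80%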;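 also: 0% = DMSO and 100% = nicardipine control wells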
Target sequence (Q9UNQ0 whole entry, looked up): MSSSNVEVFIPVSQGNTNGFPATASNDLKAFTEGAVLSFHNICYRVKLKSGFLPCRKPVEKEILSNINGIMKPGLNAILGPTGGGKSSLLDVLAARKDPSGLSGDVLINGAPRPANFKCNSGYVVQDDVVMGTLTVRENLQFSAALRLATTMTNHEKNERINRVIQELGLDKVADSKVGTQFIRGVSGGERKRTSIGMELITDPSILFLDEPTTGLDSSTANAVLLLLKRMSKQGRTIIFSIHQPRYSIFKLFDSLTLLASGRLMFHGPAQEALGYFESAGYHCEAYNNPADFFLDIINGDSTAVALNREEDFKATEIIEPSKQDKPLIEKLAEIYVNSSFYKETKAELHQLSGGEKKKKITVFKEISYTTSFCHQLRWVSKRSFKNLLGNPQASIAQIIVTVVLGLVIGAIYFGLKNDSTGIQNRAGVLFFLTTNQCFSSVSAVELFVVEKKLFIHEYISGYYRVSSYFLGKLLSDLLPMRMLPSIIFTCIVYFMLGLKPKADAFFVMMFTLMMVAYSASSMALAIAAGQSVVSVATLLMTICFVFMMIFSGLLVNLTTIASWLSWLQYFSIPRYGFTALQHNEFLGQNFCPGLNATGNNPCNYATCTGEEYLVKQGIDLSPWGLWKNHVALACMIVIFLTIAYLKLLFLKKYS
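Test system: ABCG2 IgMXP3 and barcoded ABCB1 CCRF-Adr cell mix; Schedule: cells with compound and JC-1, 10 min at 25 °C, rotating, no wash; Technique: flow cytometry of retained JC-1 fluorescence; Measure: % inhibition of efflux relative to nicardipine and DMSO; Controls: nicardipine high and DMSO low controls.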
RGS4-Gao reg – human RGS4-Galphao interaction regulation; Multiplexed bead flow cytometry, RGS4-Galphao binding; actives lie on both sides; P09471; binding response (% of control), % at 10 µM; 220,000 tested, 0.33% active; in the data active = binding response below about 49% or above about 150%; inactive = in between;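 also: fluorescent Galphao activated with aluminum fluoride binding bead-coupled RGS4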
Bim-Bfl-1 – disrupts Bim binding to human Bfl-1. inhibition, % at 10 µM. AID 1008. 190,000 tested, 0.12% active. Bead-based flow cytometry, Bim-Bfl-1 binding inhibition;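 also: 0% = wells without compound plus tracer and 100% = blocker peptide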
Bcl-XL Bim block – disrupts Bim peptide binding to human Bcl-XL. bead flow cytometry, fluorescence. inhibition, % at 10 µM. 190,000 tested, 0.04% active. AID 1007
Bcl-B Bim block – inhibitors of Bim-Bcl-B interaction, human; Q9HD36; bead-based flow cytometry, Bim peptide-Bcl-B binding; inhibition, % at 10 µM; 190,000 tested, 0.073% active; AID 951;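 also: 0% = tracer peptide without compound and 100% = reference inhibitor peptide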
Bcl-2 Bim block – human Bim-Bcl-2 interaction inhibition. P10415. Bead-based flow cytometry, Bim peptide-Bcl-2 binding. inhibition, % at 10 µM. 190,000 tested, 0.06% active; in the data active = inhibition above about 40%; inconclusive = no clear call, values can overlap the other calls;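 also: 0% = no compound wells with probe peptide and 100% = reference peptide inhibitor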
Target sequence (P10415 whole entry, looked up): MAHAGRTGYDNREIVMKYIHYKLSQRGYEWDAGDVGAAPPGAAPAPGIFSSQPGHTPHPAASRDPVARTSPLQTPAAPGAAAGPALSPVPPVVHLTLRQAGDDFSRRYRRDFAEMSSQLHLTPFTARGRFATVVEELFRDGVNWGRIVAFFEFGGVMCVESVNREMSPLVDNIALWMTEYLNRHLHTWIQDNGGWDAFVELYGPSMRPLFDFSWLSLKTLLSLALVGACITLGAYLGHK
RGS7-Gao reg – modulates binding of RGS7 to human Galphao. P09471. Multiplexed bead flow cytometry; actives lie on both sides. binding response (% of control), % at 10 µM. 220,000 tested, 0.35% active; in the data active = binding response below about 49% or above about 150%; inconclusive = no clear call, values can overlap the other calls; inactive = in between;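 also: fluorescent Galphao held in activated GDP-AlF4 state binding bead-coupled RGS7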
Starred values were filed as active, the others as inactive; ? = inconclusive; [ ] = another dose, or the depositor's remark. Rule as the data show it, unless noted: active = inhibition above about 40%.

Results follow in this order: RGS4-Gao reg, Bcl-XL Bim block, Bcl-B Bim block, RGS8-Gao reg, GSH bead fluor, ABCG2 block, ABCB1 block, Bcl-2 Bim block, Bim-Bfl-1, Bim-Bcl-W, RGS7-Gao reg
[1] CC(=O)Nc1ccc(S(=O)(=O)NCc2cn3ccsc3n2)cc1
 : 102, 4, -1, 99, 17, 0, -0.1, 2, 6, 3, 98
[2] Cc1ccccc1Cn1cc(NC(=O)COc2ccccc2)cn1
 : 94, -8, -8, 93, 58, 12, 0.8, -4, -4, -7, 98
[3] Cc1cc(OCCSc2nnc(-c3cccs3)n2C)ccc1Cl
 : 100, -9, -11, 99, 22, 21, 1.0, -12, -22, -5, 100
[4] O=C(Cn1nc(-c2ccccc2)c2ccccc2c1=O)Nc1cccc(O)c1
 : 99, -2, -3, 102, 11, 1, 0.8, 0, -7, -3, 96
[5] Nc1cc(-c2cccc(Br)c2)nn1Cc1ccccc1
 : 99, 1, -2, 95, 7, 3, 3.4, 4, 5, 0, 105
[6] c1ccc(COc2ccc(OCCn3cncn3)cc2)cc1
 : 102, 0, -1, 99, 21, 1, 0.3, 0, -1, 0, 98
[7] COc1ccc(C2C(C#N)=C(N)N(c3sc4c(c3C#N)CCCC4)C3=C2C(=O)CC(C)(C)C3)cc1OC (stereo not drawn)
 : 98, -19, -14, 101, 54, 1, 1.0, -3, 3, 11, 101
[8] CCOC(=O)c1[nH]c(C)c(C(=O)NC(C)CC)c1C (stereo not drawn)
 : 101, -2, -9, 104, 15, 4, 0.7, -8, -12, -4, 100
[9] CCc1ccc(OCC(=O)NC(=S)Nc2ccc(C)cc2C)c(Br)c1
 : 100, -2, -5, 104, 9, 7, 0.9, -1, -1, -1, 106
[10] COc1ccc(CCN2CN(S(=O)(=O)c3ccc(OC)cc3)c3nc4ccccc4nc32)cc1
 : 101, -6, -8, 101, 5, 4, 1.9, -3, -2, -3, 98
[11] O=C(CCn1c(=O)c2sccc2n(CC(=O)OCc2ccccc2)c1=O)NCc1ccco1
 : 99, -3, -2, 101, 29, 10, 0.8, -3, -2, -3, 102
[12] COc1cc(C=Nc2cccc(C)c2)c(O)c([N+](=O)[O-])c1
 : 102, 30, 58*, 100, 1, -2, 0.6, 44*, 42*, 23, 103
[13] O=C(Nc1nnc(-c2ccco2)o1)c1ccc([N+](=O)[O-])s1
 : 103, -5, -1, 102, 14, 0, -1.0, -1, -5, -1, 104
[14] Fc1ccccc1CSc1ncnc2sc3c(c12)CCCC3
 : 100, -7, -5, 100, 13, 4, 0.3, -6, -13, -3, 98
[15] CCCn1c(N2CCC(Cc3ccccc3)CC2)nc2c1c(=O)[nH]c(=O)n2C
 : 97, -5, -11, 98, 28, 15, 1.3, -8, -19, -4, 99
[16] CCNC(=S)Nc1ccc(Cl)c(C(F)(F)F)c1
 : 112, -1, 1, 112, 9, 43, 0.2, -1, -4, -2, 111
[17] CCc1ccccc1NC(=S)NN
 : 99, -5, -15, 98, 14, 1, 0.2, -7, -5, -5, 99
[18] Cc1ccc(C(=O)Nc2ncc3c(Cl)cccc3n2)cc1
 : 102, 1, 2, 102, 17, 4, 0.7, 2, 0, 1, 99
[19] CC(C)c1ccccc1NC(=O)c1cccnc1
 : 102, -8, -14, 102, 13, 0, 0.0, -12, -14, -1, 103
[20] Cc1ccccc1-n1c(C)cc(/C=N/Nc2ccc([N+](=O)[O-])cn2)c1C
 : 102, -5, -8, 101, 13, 6, 0.9, -7, -6, 0, 102
[21] COc1ccc(C2CC(c3ccccc3)=NN2C(=O)COC(=O)C2(C)CC2(Cl)Cl)cc1 (stereo not drawn)
 : 91, -1, -5, 96, 8, 7, 0.9, -1, -5, -3, 87
[22] CCn1c(Cc2ccc(OC)cc2)nnc1SCC(=O)N1CCN(c2ccccc2)CC1
 : 100, -1, -1, 96, 14, 5, 1.6, -3, -1, -3, 97
[23] COC(=O)[C@@]1(Cc2ccc(F)cc2)[C@H]2c3cc(C(=O)N(C)C)n(Cc4c(CO)[nH]cc(C)c4=O)c3C[C@H]2CN1C(=O)c1ccccc1
 : 101, 0, -1, 107, 17, 7, 1.9, 3, 0, 0, 98
[24] Cc1nnc(SCC(=O)N2CCc3ccccc32)s1
 : 100, -9, -11, 101, 32, 5, 43*, -10, -16, -1, 100
[25] Cc1cc2ccccn2c1C(=O)c1ccncc1
 : 102, 0, -3, 105, 25, 2, 0.6, -1, -3, -2, 105
[26] COc1ccc(N2C(=O)CCC(C(=O)NCc3cccnc3)C2c2ccc(OC)c(OC)c2)cc1 (stereo not drawn)
 : 120, 3, -7, 116, 40, 0, 0.1, -5, -5, -1, 124
[27] CCN(CC)c1ccc2cc(S(=O)(=O)c3ccc(C)cc3)c(=O)oc2c1
 : 115, 12, -13, 106, 7, -16, -0.7, 8, -1, 6, 116
[28] Cc1nn(-c2ccccc2)c(Cl)c1C(=O)NCC(=O)O
 : 96, 0, -2, 95, 24, 2, 0.2, -1, 0, -1, 92
[29] O=C(Nc1cnn(C23CC4CC(CC(C4)C2)C3)c1)c1cc(-c2ccccc2)on1
 : 101, -5, -6, 101, 13, 43, -0.7, -10, -10, 1, 99
[30] CCOC(=O)C(=CNc1ccc(C#N)cc1)C(=O)OCC
 : 102, -3, 0, 102, 14, 5, 0.8, 0, -3, -2, ?
[31] NS(=O)(=O)c1ccc(NC(=S)NCC2CCCO2)cc1 (stereo not drawn)
 : 97, -4, -22, 82, 3, -7, -0.6, 4, 15, 1, 96
[32] N/C(=N\OC(=O)c1ccc2ccccc2c1)c1cccc([N+](=O)[O-])c1
 : 102, -12, -10, 102, 20, 7, -0.1, -9, -15, -4, 107
[33] O=C(CCCOc1ccccc1)N1CCN(S(=O)(=O)c2cccs2)CC1
 : 103, -4, -1, 101, 15, 2, 1.1, 0, 0, -1, 101
[34] CCCN1CC23C=CC(O2)C(C(=O)O)C3C1=O (stereo not drawn)
 : 101, -4, -7, 104, 25, 2, 0.3, -6, -10, 4, 103
[35] Cc1c(Cl)cccc1NC(=O)CC(C(=O)O)C1CCCO1 (stereo not drawn)
 : 136, 0, -1, 148*[activator], 14, 2, 0.5, -1, 0, 0, 130
[36] O=C(CSc1nc2ccc(Cl)cc2[nH]1)N1CCN(C(=O)c2ccco2)CC1
 : 99, 1, 4, 98, 9, -1, -0.9, 4, 6, 4, 95
[37] O=C(CN1CCc2ccccc2C1)Nc1cc(S(=O)(=O)N2CCOCC2)ccc1N1CCOCC1
 : 102, -10, -12, 105, 9, 1, 0.9, -10, -13, -4, 98
[38] Cc1ccccc1CC1(CO)CCCN(Cc2nc(-c3cccs3)oc2C)C1 (stereo not drawn)
 : 100, -1, -7, 106, 16, 0, -1.6, -6, -2, -4, 100
[39] Cc1ccc2nc(-c3ccc(NC(=O)c4ccco4)cc3)[nH]c2c1
 : 92, 0, 1, 98, 50, 2, 0.7, 1, -5, 5, 91
[40] COc1ccc(C2CC(=O)C3=C(C2)NC(C)=C(C#N)C3c2ccc(N(C)C)cc2)cc1 (stereo not drawn)
 : 96, 0, -1, 100, 15, 6, 1.8, 0, 4, 3, 96
[41] CCOc1ccc(NC(=O)Nc2cc(C)ccc2OC)cc1
 : 95, -6, -3, 75, 14, 8, 0.2, -3, -2, -4, 95
[42] CC(C)OCCCNc1ncnc2c1[nH]c1ccc(F)cc12
 : 102, 0, -2, 99, 14, 1, 0.3, 0, -1, -3, 99
[43] CN1CCN(C(=O)C2=C[C@H](c3ccc(Br)cc3)C[C@H](OCCCCO)O2)CC1
 : 84, -3, 0, 94, 19, 2, 0.8, -6, -2, 0, 75
[44] Cc1cc(NC(=O)CCC2COc3ccccc3O2)no1 (stereo not drawn)
 : 99, -6, -5, 102, 20, 1, 0.2, -2, 0, -5, 98
[45] COc1ccc(C(C)=O)cc1COC(=O)c1cccc(N(C)C)c1
 : 100, -2, -3, 102, 22, 1, 0.2, -5, 0, -3, 101

Exported with one line to a screen: entries from further up.
29	O=C(Nc1cnn(C23CC4CC(CC(C4)C2)C3)c1)c1cc(-c2ccccc2)on1
37	O=C(CN1CCc2ccccc2C1)Nc1cc(S(=O)(=O)N2CCOCC2)ccc1N1CCOCC1
15	CCCn1c(N2CCC(Cc3ccccc3)CC2)nc2c1c(=O)[nH]c(=O)n2C
compound no.	29	37	15
RGS4-Gao reg	101	102	97
Bcl-XL Bim block	-5	-10	-5
Bcl-B Bim block	-6	-12	-11
RGS8-Gao reg	101	105	98
GSH bead fluor	13	9	28
ABCG2 block	43	1	15
ABCB1 block	-0.7	0.9	1.3
Bcl-2 Bim block	-10	-10	-8
Bim-Bfl-1	-10	-13	-19
Bim-Bcl-W	1	-4	-4
RGS7-Gao reg	99	98	99

Carrying on:
Results follow in this order: RGS4-Gao reg, Bcl-XL Bim block, Bcl-B Bim block, RGS8-Gao reg, GSH bead fluor, ABCG2 block, ABCB1 block, Bcl-2 Bim block, Bim-Bfl-1, Bim-Bcl-W, RGS7-Gao reg
[46] COc1cc([N+](=O)[O-])cc2sc(NC(=O)C(C)(C)C)nc12
 : 104, -1, -5, 101, 17, 14, 0.7, -1, -3, -2, ?
[47] COC(=O)C1=COC(C)C2CN3CCc4c([nH]c5ccccc45)C3CC12 (stereo not drawn)
 : 103, 1, -1, 106, 10, 4, 1.0, 0, 0, 17, 102
[48] CCOC(=O)C1=C(C)N=C2SCCC(=O)N2[C@@H]1/C=C/c1ccccc1
 : 100, -3, -3, 99, 13, 1, 0.5, -4, -3, -2, 97
[49] Cc1ccc2c(c1)N(CCCC(=O)NCc1ccc3c(c1)OCO3)C(=O)CO2
 : 98, 0, -6, 86, 13, 0, -0.2, 0, 0, -5, 95
[50] C=CCNCC(=O)NN=C(c1ccccc1)c1ccccc1
 : 102, 0, -3, 102, 18, 3, 1.2, -2, -4, -5, 101
[51] Cc1ccc(NC(=O)CN2CCc3ccccc3C2)cc1S(=O)(=O)N(C)C
 : 98, -5, -7, 100, 16, 2, 0.3, -1, -5, -1, ?
[52] COC(=O)[C@@H](NC(=O)Nc1cccc(OC)c1)C(C)C
 : 100, -1, 0, 100, 13, 2, 0.4, -4, 0, -1, 100
[53] CC(Cl)C(=O)NC(=O)NC12CC3CC(CC(C3)C1)C2 (stereo not drawn)
 : 104, -4, -7, 101, 11, 46, 0.8, -7, -4, -4, 96
[54] CCOC(=O)C1CCN(CC(=O)Nc2c(C(=O)OC)[nH]c3ccccc23)CC1
 : 96, -2, -6, 99, 8, 6, 1.2, -4, -1, 0, 97
[55] O=C(Nc1ccccc1N1CCN(C(=O)c2ccc(Cl)cc2)CC1)c1ccc2c(c1)OCO2
 : 99, -1, -6, 102, 44, 19, 5.3, -8, -10, 4, 100
